Screens: PubChem BioAssay, Center for Chemical Genomics, University of Michigan
Dicer processing – human Dicer pre-microRNA cleavage inhibition. 47,000 compounds, 6% hits. z-score at 25 µM. cat-ELCCA pre-miR-21 Dicer processing, chemiluminescence; stronger effect = higher value. AID 1347074. Q9UPY3; in the data active means z-score above about 3, passing the limit was not always enough;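 further: plate controls were vehicle for no effect and no enzyme for full effect; higher signal means more uncleaved substrate so more Dicer inhibition; strong numbers were not always called active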
An asterisk follows results filed as active.

SMILES	Dicer processing
O=c1c2cnn(-c3ccccc3)c2nnn1/N=C/c1ccc(Cl)cc1	-1
COc1ccc(S(=O)(=O)n2cnc3cc(C)c(C)cc32)cc1	2.1
COCCCNC(=S)N/N=C/c1ccc(N(C)C)cc1Cl	0.79
Cc1cc(=O)[nH]c(N/N=C/c2ccc([N+](=O)[O-])cc2)n1	-0.46
CCOC(=O)c1c(Cl)c(C(C)(C)C)[nH]c(=O)c1C#N	0.03
Cc1snnc1C(=O)NC(=S)Nc1ccccc1	2.6
Cc1cc(C)c2c(C)c(C(=O)NN)sc2n1	-1.4
O=C(c1cnn2c1NC(c1ccccc1)CC2C(F)(F)F)N1CCCCC1 (configuration not stated)	0.97
c1ccc(CCN2CN=C(Nc3nc4ccccc4o3)NC2)cc1	-0.49
O=C1C(=C2C(c3cccs3)C(c3ccccc3)=NN2c2ccccc2)C(=O)c2ccccc21 (configuration not stated)	-2.2
C#Cc1cccc(-n2nnc(C(=O)OC)c2-c2ccccc2)c1	0.71
C/C=C/CC(=O)Nc1nc(CC(=O)OCC)cs1	-0.2
c1coc(-c2nc3c4c5c(sc4ncn3n2)CCCCC5)c1	0.24
CCCCCCc1c(O)nc(SCCN(C)C)[nH]c1=O	0.69
Cc1ccc(S(=O)(=O)NN=C2C3CC4CC(C3)CC2C4)cc1	-2.1
O=C(Nc1ccno1)Nc1ccc(Cl)cc1Cl	0.61
COc1ccc(Br)cc1CN1CCN(Cc2ccncc2)CC1	2.1
CCOC(=O)c1cc(-c2ccccc2)sc1NC(=O)CN(CC)CC	-4
N[C@@H](CC(=O)O)C(=O)O	-0.18
O=S(=O)(c1ccc(Cl)cc1)n1cc2c(n1)CCOC2	-0.47
CCOC(=O)CSC1=C(C#N)C(c2ccc(C)s2)CC(=O)N1 (configuration not stated)	0.68
Cc1ccc2c(c1)CCCN2CC(=O)N(c1ccccc1)C1CCCCC1	1.9
FC(F)(F)c1cccnc1SCc1ccc(Cl)cc1	-1.6
O=c1nc(-c2cccs2)n(-c2ccccc2)[nH]1	0.17
CCOc1ccc(/C(O)=C2\C(=O)C(=O)N(c3nccs3)C2c2cccc(Cl)c2)cc1 (configuration not stated)	1.8
COc1nc(NC(=O)NC(=O)c2c(OC)ccc([N+](=O)[O-])c2OC)nc(OC)n1	-1.6
NC(=S)N/N=C/c1cccc(C(F)(F)F)c1	0.57
CN(C)CCNc1nc2c(c(=O)n(C)c(=O)n2C)n1CC(O)COc1ccccc1 (configuration not stated)	-1.3
Cc1nc(C(F)(F)F)ccc1-c1nnc(SCc2cc(F)cc(F)c2)o1	-0.28
CC1=NCCNC(C)=C1N1CCOCC1	-0.74

Structural class: the compounds so far with a CF3 group
SMILES	Dicer processing
O=C(c1cnn2c1NC(c1ccccc1)CC2C(F)(F)F)N1CCCCC1 (configuration not stated)	0.97
FC(F)(F)c1cccnc1SCc1ccc(Cl)cc1	-1.6
NC(=S)N/N=C/c1cccc(C(F)(F)F)c1	0.57
Cc1nc(C(F)(F)F)ccc1-c1nnc(SCc2cc(F)cc(F)c2)o1	-0.28

(continued)
SMILES	Dicer processing
CCOC(=O)c1cnn2c1[nH]c(=O)c1ccccc12	-1.4
CC(C)c1ccc(C2C3=C(Nc4c2c(=O)n(C)c(=O)n4C)c2ccccc2C3=O)cc1 (configuration not stated)	-1.6
CC(C)C(=O)NCc1ccc(Cl)cc1Cl	-1.9
O=C(c1c(F)cccc1F)N1CCN(c2cccc3[nH]ccc23)CC1	2.1
CCCCOc1ccc(CN(C)C)cc1CN(C)C	0.51
O=c1[nH]c2ccccc2nc1-c1c[nH]c2ccccc12	-2.1
O=C(Nc1ccc(F)cc1)c1cc2ccccc2o1	-0.2
CCOC(=O)c1cnc(S/C=C/C(=O)c2ccc(C)cc2)nc1N	-1.6
Cc1c(C)c(C)c(S(=O)(=O)/N=C/N(C)C)c(C)c1C	-0.48
CN(CCc1ccccn1)Cc1ccc(F)cc1	-0.8
CCNc1nc(NC(C)(C)C)nc(Oc2ccc(=O)n(-c3ccccc3)n2)n1	0.11
Clc1ccccc1Nc1nc(-c2ccccc2)cs1	1.4
Cc1nc2cc(-c3ccccc3)nn2c(C)c1Sc1nccc(-c2cccnc2)n1	-2
Cc1cn(S(=O)(=O)c2cc(C)c(Cl)cc2C)cn1	0.15
Cc1ccc(C2CC(c3ccc(OCc4ccccc4)cc3)n3nc(N)nc3N2)cc1 (configuration not stated)	0.69

Retrieved by structure from the entries so far (3):
SMILES	Dicer processing
CCOC(=O)c1cnn2c1[nH]c(=O)c1ccccc12	-1.4
CC(C)C(=O)NCc1ccc(Cl)cc1Cl	-1.9
CN(CCc1ccccn1)Cc1ccc(F)cc1	-0.8

(more compounds)
SMILES	Dicer processing
COc1ccc(/C=C2\N=C(SC)SC2=O)cc1Br	0.29
Cc1c(S(=O)(=O)c2ccc(Cl)cc2)csc1C(=O)O	-1.9
CCc1ccnc(NC(=O)NS(=O)(=O)c2ccc(C)cc2)c1	5.1*
COC(=O)c1snc(-c2c(Cl)cccc2Cl)c1C(=O)OC	-1.1
CCN(CC)c1ccc([N+](=O)[O-])c(N(CC)CC)n1	-1.5
Cc1cc(NC(=O)c2ccc(Cl)cc2Cl)n(C(C)(C)C)n1	1.2
COc1ccc(-c2csc(Nc3ccccc3)[n+]2C)cc1	2.4
CC1(C)CC(=O)C2=C(C1)Nc1ncnn1C2c1cccnc1 (configuration not stated)	0.36
O=C(COc1nnc(SCCS(=O)(=O)c2ccc(F)cc2)n1C1CC1)c1ccc(F)cc1	-1.2
Nc1cc(-c2ccc(OC(F)(F)F)cc2)nn1-c1ccc(Cl)c(Cl)c1	-1.1
O=C1CCC(=O)N1c1ccc(-c2nc3scc(-c4cccs4)c3c(=O)o2)cc1	0.16
COc1cccc(OC)c1NC(=O)NC(=O)c1c(OC)c(Br)cc([N+](=O)[O-])c1OC	8.8
Nc1ccccc1SC1CC(=O)N(c2ccccc2Oc2ccc(Cl)cc2Cl)C1=O (configuration not stated)	1.1
N#Cc1n[nH]nc1-c1ccc(OC(=O)c2ccc(Cl)cc2)cc1	0.2
O=C1NC(c2ccco2)Nc2sc3c(c21)CCN(Cc1ccccc1)C3 (configuration not stated)	-0.79

Sorted by formula weight (ascending): six of the compounds above
SMILES	Dicer processing
CC1(C)CC(=O)C2=C(C1)Nc1ncnn1C2c1cccnc1 (configuration not stated)	0.36
Cc1cc(NC(=O)c2ccc(Cl)cc2Cl)n(C(C)(C)C)n1	1.2
COC(=O)c1snc(-c2c(Cl)cccc2Cl)c1C(=O)OC	-1.1
O=C1NC(c2ccco2)Nc2sc3c(c21)CCN(Cc1ccccc1)C3 (configuration not stated)	-0.79
O=C(COc1nnc(SCCS(=O)(=O)c2ccc(F)cc2)n1C1CC1)c1ccc(F)cc1	-1.2
COc1cccc(OC)c1NC(=O)NC(=O)c1c(OC)c(Br)cc([N+](=O)[O-])c1OC	8.8

Later entries.
SMILES	Dicer processing
COC(=O)c1sc2cc([N+](=O)[O-])sc2c1NC(C)=O	-0.96
CN1CCc2c(sc3[nH]c(=S)n(-c4ccccc4)c(=O)c23)C1	-0.72
CCSc1nc2ccccc2nc1SCC	-0.16
CC(C)(C)OC(=O)C(C)(C)Sc1nnc(N)s1	-0.28
COC(=O)c1c(N)c(C#N)c2n1CCCC2	0.27
Cc1noc(C)c1C(=O)Nc1nnc(CC2CCCC2)s1	1.6
CCCCc1c(C)nc(SC)[nH]c1=O	5.3*
O=C(Cn1nnc(N2CCOCC2)n1)c1ccc(Cl)cc1	-0.12
O=C(Nc1ccc(Cl)cc1)Nc1ccccc1Sc1ncc([N+](=O)[O-])s1	-2.1
CCn1ccc2cc(OC)ccc2c1=S	0.07
c1ccc(-c2ccc(-c3nc(-c4ccccn4)no3)cc2)cc1	5.2*
COc1ccc(NC(=O)CSc2nnc3[nH]c(=O)cc(N)n23)cc1	2.4
Cn1nc2sc3ccccc3n2c(=O)c1=O	-1.5
C=CCOc1ccc(C2C(C(=O)OC)=C(C)NC3=C2C(=O)c2ccccc23)cc1Cl (configuration not stated)	-1.7
COc1cccc(CNC(=S)SCC(=O)C(C)(C)C)c1	-0.47
c1ccc2c(c1)c1ccccc1n2CC1CS1 (configuration not stated)	-0.11
O=C(Nc1sc2c(c1C(=O)Nc1ccccc1)CCCC2)c1ccco1	3.2*
CCC(OC(=O)c1cn(CC)c2nc(C)ccc2c1=O)C(=O)Nc1sc2c(c1C(N)=O)CCCC2 (configuration not stated)	1
Cc1nc(-c2ccccc2)nc(SCc2ccccc2[N+](=O)[O-])c1C#N	1.2
Nc1cccc(Cl)c1Oc1ccc(S(=O)(=O)N2CCOCC2)cc1	-0.27
CCC1(O)CC2CN(CCc3c([nH]c4ccccc34)[C@@](C(=O)OC)(c3cc4c(cc3OC)N(C=O)C3[C@]45CCN4CC=C[C@@](CC)([C@@H](OC(C)=O)[C@]3(O)C(=O)OC)[C@H]45)C2)C1 (some centres not stated)	1.8
Cc1cc(=O)[nH]c(-c2ccc(C(F)(F)F)cc2)n1	-1
COc1ccc(C2Nc3ccccc3NC3=C2C(=O)CC(C)(C)C3)cc1Cn1cc([N+](=O)[O-])cn1 (configuration not stated)	1.5
Cc1ccc(C(O)c2cccnc2)o1 (configuration not stated)	1.7
CCCCN1C(=O)c2cccc3cc([N+](=O)[O-])cc(c23)C1=O	0.76
CC(C)c1ncc2c(n1)-c1cc(Cl)ccc1SC2	-0.36
COC(=O)C1(C(F)(F)F)N=C(N2CCCCC2)Oc2c1c(C)nn2-c1ccccc1 (configuration not stated)	2.6
O=C(c1ccncc1)N(c1cc2sc(=O)oc2c2ccccc12)S(=O)(=O)c1cccs1	-5.5
CC1(C)CC(=O)C2=C(C1)N=C1c3ccccc3C(=O)C1C2c1ccc(F)cc1 (configuration not stated)	1
COc1ccc(C2c3c(oc4ccccc4c3=O)C(=O)N2c2nc(C)c(C)s2)cc1OC (configuration not stated)	0.54
Cc1nc2ccc(NC(=O)Nc3ccccc3)cc2o1	2.6
CCc1ccccc1NNC(=O)c1snnc1C	1.9
O=C(C1=C(O)C(=O)N(CCCn2ccnc2)C1c1cccnc1)c1cc2ccccc2o1 (configuration not stated)	-0.82
COC(=O)Nc1nc2ccc(SC(C)C)cc2[nH]1	0.09
CNC(=O)c1ccc(-c2cc(C(F)(F)F)nn2C)s1	0.45
Cc1ccc(Nc2nc(-c3ccc(O)c(O)c3)cs2)nc1	2.1
CCSC1=N/C(=C\c2ccc(OC(C)=O)cc2)C(=O)S1	0.66
Cc1c(C(=O)NNC(=O)c2ccc(Cl)cc2)ncn1Cc1ccc(Cl)cc1	1.9
Cc1c(C)c(C)c(C(=O)CCCC(=O)O)c(C)c1C	0.68
O=c1[nH]cnc2c1ncn2[C@@H]1C[C@@H](O)[C@H](CO)O1	2.7
CCOC(=O)c1c(NC(=O)CN2CCCCC2)sc2c1CCCC2O (configuration not stated)	2
O=C(Nc1cccs1)Nc1nnc(C2CC2)s1	0.04
COC(=O)/C=C1\SC(c2ccccc2)=NC1=O	1.7
Cn1nc(C(F)(F)F)c(-c2ccccc2)c1/N=C/c1cccc(C(F)(F)F)c1	0.17
CN1C(=O)C(O)(CC(=O)c2cccc3ccccc23)c2ccccc21 (configuration not stated)	-1.8
CC(=O)c1sc2nsc(SCCN3CCCC3)c2c1N	-3.8
CCOc1ccc2[nH]ccc(=O)c2c1	-0.04
C=CCOc1cccc(C2c3c(oc4ccc(C)cc4c3=O)C(=O)N2CCOC)c1 (configuration not stated)	-0.43
Cn1c(=O)[nH]c(=O)c2c1ncn2CC(=O)NCc1ccco1	0.24
Cn1c2c(c(=O)n(C)c1=O)CN(CCCC(=O)O)CN2	-1.9
O=c1c(OS(=O)(=O)c2ccccc2)c(-c2ccccc2)oc2ccccc12	-0.97
Cn1c(=O)c2c(nc(NCCOc3ccc(Cl)cc3)n2C)n(C)c1=O	0.23
Oc1ccc2ccccc2c1C=NCc1ccccc1	-0.52
Cc1ccc(-c2nnc3c4ccccc4c(C)nn23)cc1S(=O)(=O)NC(C)(C)C	1.1
O=C(Nc1cnn(Cc2ccc(F)cc2)c1)c1cc2n(n1)C(C(F)(F)F)CC(c1ccco1)N2 (configuration not stated)	0.33
O=C(NC1(N2CCCCC2)C(=O)c2ccccc2C1=O)c1ccc(C(F)(F)F)cc1	-0.56
OC[C@H](O)[C@H](O)[C@@H](O)[C@@H](O)[C@@H]1SC(c2ccccc2)=NN1c1ccccc1	0.94
CCN(CC)CCNc1nc(C)nc2c1sc1nc3c(cc12)COC(C)(C)C3	0.01
CN(NC(=O)c1cccs1)c1ccc([N+](=O)[O-])cn1	-0.36
NNC(=O)Cn1nc2n(c1=O)-c1ccccc1SC2	4.1*

A different layout for part of the listing above:
SMILES | Dicer processing
NNC(=O)Cn1nc2n(c1=O)-c1ccccc1SC2 | 4.1*
CCN(CC)CCNc1nc(C)nc2c1sc1nc3c(cc12)COC(C)(C)C3 | 0.01

(cont.)
SMILES	Dicer processing
Cc1nnc(N2C(=O)c3oc4ccccc4c(=O)c3C2c2ccc(Br)cc2)s1 (configuration not stated)	0.37
COc1ccc(C2c3c(oc4ccccc4c3=O)C(=O)N2c2ccccn2)cc1OC (configuration not stated)	1.8
Cc1nc2ccc(Br)cc2c(-c2ccccc2)c1C(=O)O	-0.82
C=CCN(c1ccccc1C(=O)NCC(=O)O)S(=O)(=O)c1ccccc1Cl	-0.43
COc1ccc(-n2nnnc2SCC(=O)Nc2nccs2)cc1	-0.09
COc1ncnc2c1[nH]c1ccc(C)cc12	1.9
Cc1cc(C)n(C(=O)c2ccncc2)n1	1.8
COc1cc(OC)cc(-c2nc3n(n2)C(c2cccc(OC)c2OC)C2=C(CCCC2=O)N3)c1 (configuration not stated)	-0.15
CCn1c2ccccc2c2nc3ccccc3nc21	-3.6
CCCC(=O)c1cc2ccccc2oc1=O	1.1
O=C(c1ccc(C(F)(F)F)cc1)N1CCSC1COc1ccc([N+](=O)[O-])cc1 (configuration not stated)	1.1
CC(C)c1ccc(NC(=O)CSc2nnc(OC(=O)N(C)C)n2-c2ccccc2)cc1	-1.7
CN(C)C(=O)c1ccc2ncsc2c1	0.5
O=C(NCc1ccco1)c1cc2ccccc2o1	0.11
CCCCOC(=O)C(C)Nc1n[nH]c(=S)[nH]c1=O (configuration not stated)	-0.11
Cc1nc(C(F)(F)F)c(C(=O)O/N=C(\N)c2ccc(Cl)cc2)s1	6.9
O=C(O)CCCNc1ncnc2ccccc12	-0.76

Only part of the results is shown; rates above refer to the full screens.
